High-throughput results deposited in PubChem by several laboratories.
NTR1 ag: NTR1-driven beta-arrestin-GFP spot formation – imaging, U2OS cells, high content, primary screen (AID 493036); P30989; agonist mode; activation, % at 20 µM; 330,000 compounds, 0.17% hits;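 active = activation at or above 40% of the spot to cytoplasm intensity ratio, with at least 20 cells analyzed; inconclusive = wells under 20 cells, flagged as cytotoxic or low count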;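 also: 0% = DMSO without peptide and 100% = 100 nM NTR1 peptide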
Target sequence (P30989 whole entry, looked up): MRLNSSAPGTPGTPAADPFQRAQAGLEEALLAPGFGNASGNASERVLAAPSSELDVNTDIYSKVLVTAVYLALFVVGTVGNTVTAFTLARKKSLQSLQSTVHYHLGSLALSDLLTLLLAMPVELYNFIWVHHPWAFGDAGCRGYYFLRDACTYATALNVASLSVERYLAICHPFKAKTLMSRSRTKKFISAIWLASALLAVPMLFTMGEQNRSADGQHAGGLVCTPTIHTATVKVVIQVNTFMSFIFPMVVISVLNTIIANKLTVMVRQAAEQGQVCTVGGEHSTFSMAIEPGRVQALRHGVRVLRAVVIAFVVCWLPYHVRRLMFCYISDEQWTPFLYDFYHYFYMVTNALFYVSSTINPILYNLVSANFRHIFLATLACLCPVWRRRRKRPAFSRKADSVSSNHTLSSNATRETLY
Siah-1 displacement: Siah-1 peptide-binding antagonists, primary screen, biochemical, fluorescence polarization, rhodamine-plectin, uHTS (AID 1817) | Siah-1 / rhodamine-plectin peptide fluorescence polarization; higher % means a stronger effect | displacement, % at 20 µM; hits with a dose series show IC50 in µM | 290,000 compounds, 0.02% hits;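 active = displacement of at least 50% at 20 µM, with a fluorescence ratio check between 0.3 and a set limit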;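 also: plate controls were Siah plus tracer with DMSO for no effect and tracer alone without Siah for full effect; strong numbers were not always called active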
MgcRacGAP inhibition: MgcRacGAP GTPase-activating activity inhibitors, confirmation, biochemical, ADP Hunter fluorescence; 340,000 compounds, 0.6% hits; one-dose inhibition, % at 30 µM; IC50 in µM for titrated hits; MgcRacGAP-stimulated Rac1 GTP hydrolysis, ADP Hunter fluorescence; higher % means a stronger effect; GST-tagged Rac1 F28L mutant substrate;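 active = first-screen hits whose inhibition reached a set limit at any dose in the follow-up dose series; inconclusive = inhibition above the set first-screen limit but never retested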;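 also: fluorescence reports GDP produced by GAP-driven GTP hydrolysis; strong numbers were not always called active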
AID2073: inhibitors of Mint1-CaV2.2 protein interaction, biochemical, HTRF (AID 2073) | HTRF protein-protein interaction, Mint1-CaV2.2; higher % means a stronger effect | 290,000 compounds, 0.19% hits | inhibition, % at 20 µM; hits with a dose series show IC50 in µM; in the data active = inhibition mostly above about 51%, no sharp cut-off; inconclusive = no clear call, values can overlap the other calls; inactive = mostly below about 53%; also: some results filed as inactive read as strong as hits
SV40 large T antigen: SV40 large T antigen inhibitors, biochemical (AID 1903); SV40 large T antigen ATPase/helicase inhibition assay; higher % means a stronger effect; inhibition, % at 20 µM; hits with a dose series show IC50 in µM; 310,000 compounds, 0.39% hits; in the data active = a potency from the dose series; inconclusive = inhibition mostly from about 32% at the one dose, without a potency; inactive = the rest, 99 in 100 with inhibition below about 32%; also: strong numbers were not always called active
RSV CPE inhibition: RSV antiviral activity via CPE protection, HEp-2 cells, primary 10 µM value included (AID 2391); 310,000 compounds, 0.13% hits; CPE inhibition, % at 10 µM; hits with a dose series show IC50 in µM; HEp-2 cells, RSV-induced CPE inhibition; higher % means a stronger effect; in the data active = a potency from the dose series; inconclusive = CPE inhibition mostly from about 23% at the one dose, without a potency; inactive = the rest, 99 in 100 with CPE inhibition below about 21%; also: strong numbers were not always called active
Dengue-2 NS5 capping: flavivirus cap methylation enzyme inhibition – biochemical, confirmation dose response, primary screen (AID 588689); inhibition, % at 25 µM; hits with a dose series show IC50 in µM; Dengue-2 NS5 methyltransferase capping enzyme assay, biochemical; higher % means a stronger effect; 340,000 compounds, 0.3% hits; in the data active = a potency from the dose series; inconclusive = inhibition above about 29% without an active follow-up result
K1F lysis inhibition: protection from phage-mediated lysis, alamar blue read-out – E. coli UTI89, K1F phage, bacterial capsule biogenesis inhibitors (AID 488966) | E. coli UTI89 K1F phage lysis, alamar blue, 2 h; higher % means a stronger effect | inhibition, % at 100 µM; hits with a dose series show IC50 in µM | 340,000 compounds, 0.02% hits;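 active = phage lysis inhibition, versus mean bacterial control, above a set limit; inconclusive = no clear call, values can overlap the other calls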;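 also: capsule biogenesis inhibitors block K1F phage lysis so surviving cells raise fluorescence; higher fluorescence means more inhibition of phage lysis; actives were called in the ten point dose series up to 300 µM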
West Nile antiviral: inhibition of WNV-induced cytopathic effect – cell-based, CPE readout (AID 1621); CPE inhibition, % at 10 µM; hits with a dose series show IC50 in µM; West Nile virus-infected cells, CPE inhibition; higher % means a stronger effect; 290,000 compounds, 0.02% hits; in the data active = a potency from the dose series; inconclusive = CPE inhibition mostly from about 3.7% at the one dose, without a potency; inactive = the rest, 99 in 100 with CPE inhibition below about 2.2%; also: strong numbers were not always called active
NTR1 ag cell count 20 µM: recorded beside NTR1 ag, whose call it bears; cell count; measured here: cell count, cytotoxicity flag
Active calls of the source: *; [ ] = remark or other dose. This is a random part of the collection; any-hit rate near 1.6%.

How did Cc1ccc2[nH]c(=O)c(CN(Cc3cccs3)C(=S)NCC3CCCO3)cc2c1 (stereo unspecified) do in these assays?
NTR1 ag: 2.9; Siah-1 displacement: -1.6%; MgcRacGAP inhibition: 11.6%; AID2073: -6.1%; SV40 large T antigen: 14.1%; RSV CPE inhibition: 0.2%; Dengue-2 NS5 capping: -9.6%; K1F lysis inhibition: 3.7%; West Nile antiviral: -1.1%; NTR1 ag cell count 20 µM: 38

What do the screens show for `C=CCCN(Cc1ccccc1)S(=O)(=O)c1cc(Br)ccc1Br`?
NTR1 ag: 1.9; MgcRacGAP inhibition: 6.0%; RSV CPE inhibition: 3.9%; Dengue-2 NS5 capping: -11.2%; K1F lysis inhibition: 0.3%; NTR1 ag cell count 20 µM: 55

What do the screens show for `CN(Cc1ccccc1)C(=O)Cn1c(=O)oc2cc(S(=O)(=O)N3CCCC3)ccc21`?
NTR1 ag: 0.8; Siah-1 displacement: 2.8%; MgcRacGAP inhibition: -3.0%; AID2073: -4.3%; SV40 large T antigen: 7.1%; RSV CPE inhibition: 0.6%; Dengue-2 NS5 capping: -2.8%; K1F lysis inhibition: 0.0%; West Nile antiviral: 0.0%; NTR1 ag cell count 20 µM: 59

How did O=C(COc1ccc(Cl)cc1)Nc1ccc2oc(-c3ccncc3)nc2c1 do in these assays?
NTR1 ag: -1.3; Siah-1 displacement: 5.7%; MgcRacGAP inhibition: 0.5%; AID2073: 21.7%; SV40 large T antigen: 13.8%; RSV CPE inhibition: 4.2%; Dengue-2 NS5 capping: -7.7%; K1F lysis inhibition: -0.4%; West Nile antiviral: 0.0%; NTR1 ag cell count 20 µM: 72

How did CC1CC(C)CN(C(=O)c2ccc(S(=O)(=O)N3CCCC3)cc2)C1 (stereo unspecified) do in these assays?
NTR1 ag: 0.0; Siah-1 displacement: -4.5%; MgcRacGAP inhibition: 6.8%; AID2073: -4.1%; SV40 large T antigen: 10.4%; RSV CPE inhibition: 1.9%; Dengue-2 NS5 capping: -2.6%; K1F lysis inhibition: 1.5%[50 µM]; West Nile antiviral: -0.8%; NTR1 ag cell count 20 µM: 73

What do the screens show for `COC(=O)Cc1ccc(NC(=O)c2ccc(Br)o2)cc1`?
NTR1 ag: -0.6; Siah-1 displacement: -0.6%; MgcRacGAP inhibition: 18.8%; AID2073: -0.4%; SV40 large T antigen: 2.9%; RSV CPE inhibition: 0.4%; Dengue-2 NS5 capping: -2.2%; K1F lysis inhibition: 0.4%; West Nile antiviral: 0.6%; NTR1 ag cell count 20 µM: 33

What do the screens show for `CCOc1ccc(NC(=O)C(C)Sc2nccn2C)cc1` (stereo unspecified)?
NTR1 ag: -0.3; Siah-1 displacement: -0.9%; MgcRacGAP inhibition: 13.2%; AID2073: 11.5%; SV40 large T antigen: -4.4%; RSV CPE inhibition: -0.8%; Dengue-2 NS5 capping: -2.6%; K1F lysis inhibition: 1.5%[50 µM]; West Nile antiviral: 0.0%; NTR1 ag cell count 20 µM: 58

How did O=C(/C=C/c1ccccc1)N1CCC(Cc2ccccc2)CC1 do in these assays?
NTR1 ag: 4.8; Siah-1 displacement: 1.4%; MgcRacGAP inhibition: 5.3%; AID2073: 1.0%; SV40 large T antigen: 21.5%; RSV CPE inhibition: 8.2%; Dengue-2 NS5 capping: -1.8%; K1F lysis inhibition: 2.8%; NTR1 ag cell count 20 µM: 67

How did CC1(C)CC(=O)c2sc(NC(=O)CCS(=O)(=O)c3ccccc3)nc2C1 do in these assays?
NTR1 ag: 0.4; Siah-1 displacement: -6.0%; MgcRacGAP inhibition: 1.4%; AID2073: 2.1%; SV40 large T antigen: inconclusive; RSV CPE inhibition: -0.8%; Dengue-2 NS5 capping: -6.9%; K1F lysis inhibition: -1.2%; West Nile antiviral: -0.8%; NTR1 ag cell count 20 µM: 56

Results for CC(=O)c1cccc(N/C=C\c2nnnn2-c2ccc(F)cc2)c1 ?
NTR1 ag: 4.2; Siah-1 displacement: 33.6%; MgcRacGAP inhibition: 9.0%; AID2073: 12.6%; SV40 large T antigen: 15.1%; RSV CPE inhibition: 0.8%; Dengue-2 NS5 capping: -5.8%; K1F lysis inhibition: 5.8%; West Nile antiviral: 0.0%; NTR1 ag cell count 20 µM: 64

What do the screens show for `CSc1ccc(S(=O)(=O)NCC(=O)OCC(=O)N2CCCC2=O)cc1[N+](=O)[O-]`?
NTR1 ag: 14.1; MgcRacGAP inhibition: 3.0%; SV40 large T antigen: 6.0%; RSV CPE inhibition: -0.6%; Dengue-2 NS5 capping: -5.2%; K1F lysis inhibition: 0.6%[50 µM]; NTR1 ag cell count 20 µM: 63

How did CC(=N\NC(=O)c1ccccc1)/C(=N/O)C(=O)Nc1ccccc1 do in these assays?
NTR1 ag: -0.1; Siah-1 displacement: 8.0%; MgcRacGAP inhibition: 3.7%; AID2073: 12.3%; SV40 large T antigen: 7.2%; RSV CPE inhibition: 0.4%; Dengue-2 NS5 capping: -9.1%; K1F lysis inhibition: -0.2%; West Nile antiviral: 0.3%; NTR1 ag cell count 20 µM: 44

Results for CCCn1nc2cc(C(=O)NCc3ccc(OC(F)(F)F)cc3)ccc2c1OCC ?
NTR1 ag: 2.2; Siah-1 displacement: 1.0%; MgcRacGAP inhibition: 4.5%; AID2073: 18.8%; SV40 large T antigen: 2.2%; RSV CPE inhibition: 5.0%; Dengue-2 NS5 capping: 2.5%; K1F lysis inhibition: -0.7%; West Nile antiviral: -0.3%; NTR1 ag cell count 20 µM: 55

How did COc1ccc(C)cc1NC(=O)COC(=O)c1ccc(OCc2ccc(Cl)cc2Cl)c(OC)c1 do in these assays?
NTR1 ag: 5.2; Siah-1 displacement: 1.0%; MgcRacGAP inhibition: 13.9%; AID2073: -5.9%; SV40 large T antigen: -5.0%; RSV CPE inhibition: 5.8%; Dengue-2 NS5 capping: -8.8%; K1F lysis inhibition: 3.0%; West Nile antiviral: 0.5%; NTR1 ag cell count 20 µM: 71

What do the screens show for `CC(=O)NNC(=O)CCC(=O)Nc1ccccc1`?
NTR1 ag: 1.3; Siah-1 displacement: -0.3%; MgcRacGAP inhibition: 2.2%; AID2073: -11.9%; SV40 large T antigen: -1.5%; RSV CPE inhibition: 0.9%; Dengue-2 NS5 capping: -1.6%; K1F lysis inhibition: 0.9%; West Nile antiviral: 0.2%; NTR1 ag cell count 20 µM: 79

Results for COC(=O)C1CN(C(=O)C(C)Oc2ccc(C)c(C)c2)c2ccccc2O1 (stereo unspecified) ?
NTR1 ag: 0.6; Siah-1 displacement: 3.9%; MgcRacGAP inhibition: 16.2%; AID2073: 12.1%; SV40 large T antigen: 4.0%; RSV CPE inhibition: 0.2%; Dengue-2 NS5 capping: -9.3%; K1F lysis inhibition: 0.0%; West Nile antiviral: 0.1%; NTR1 ag cell count 20 µM: 103

What do the screens show for `O=C(CCn1c(=S)[nH]c2ccccc2c1=O)NCCc1ccc(Cl)cc1`?
NTR1 ag: 0.9; Siah-1 displacement: -2.2%; MgcRacGAP inhibition: 8.7%; AID2073: 19.9%; SV40 large T antigen: 7.2%; RSV CPE inhibition: -0.2%; Dengue-2 NS5 capping: 0.8%; K1F lysis inhibition: 0.2%; West Nile antiviral: -0.8%; NTR1 ag cell count 20 µM: 54

What do the screens show for `O=C1C2C3C=CC(C3)C2C(=O)N1CCc1ccccc1` (stereo unspecified)?
NTR1 ag: 0.0; Siah-1 displacement: -4.5%; MgcRacGAP inhibition: 3.1%; AID2073: -1.5%; SV40 large T antigen: -3.5%; RSV CPE inhibition: -1.1%; Dengue-2 NS5 capping: -8.5%; K1F lysis inhibition: 0.4%; West Nile antiviral: -0.3%; NTR1 ag cell count 20 µM: 62

How did CCc1ccc(C(=O)NNC(=O)c2cc(S(=O)(=O)N(C)C)ccc2N2CCCC2)cc1 do in these assays?
NTR1 ag: 0.2; Siah-1 displacement: 2.7%; MgcRacGAP inhibition: 9.5%; AID2073: 7.5%; SV40 large T antigen: 12.7%; RSV CPE inhibition: 2.3%; Dengue-2 NS5 capping: -6.5%; K1F lysis inhibition: 0.1%; West Nile antiviral: -0.3%; NTR1 ag cell count 20 µM: 78

Results for CC(=O)Nc1ccc(OS(=O)(=O)c2ccc(C)cc2C)cc1 ?
NTR1 ag: 0.5; Siah-1 displacement: 15.5%; MgcRacGAP inhibition: 6.2%; AID2073: 24.0%; SV40 large T antigen: 17.8%; RSV CPE inhibition: -0.3%; Dengue-2 NS5 capping: 2.5%; K1F lysis inhibition: 1.5%; West Nile antiviral: -0.4%; NTR1 ag cell count 20 µM: 42

What do the screens show for `CC(C)C(=O)C1=Cc2cccc([N+](=O)[O-])c2OC1N1CCOCC1` (stereo unspecified)?
NTR1 ag: -1.2; MgcRacGAP inhibition: 4.3%; RSV CPE inhibition: 0.4%; Dengue-2 NS5 capping: 6.1%; K1F lysis inhibition: 1.0%[50 µM]; NTR1 ag cell count 20 µM: 59

Results for Cc1ccc(CN(C)C(=O)c2cccc(S(=O)(=O)N3CCc4ccccc43)c2)cc1 ?
NTR1 ag: 1.1; MgcRacGAP inhibition: 2.5%; Dengue-2 NS5 capping: -15.5%; K1F lysis inhibition: -2.4%; NTR1 ag cell count 20 µM: 69

Results for CC(C)(C)C(=O)Oc1cc(N)n(S(=O)(=O)c2ccccc2)n1 ?
NTR1 ag: 1.8; Siah-1 displacement: 3.2%; MgcRacGAP inhibition: 7.3%; AID2073: -27.9%; SV40 large T antigen: 0.0%; RSV CPE inhibition: 0.6%; Dengue-2 NS5 capping: -7.1%; K1F lysis inhibition: -0.7%; NTR1 ag cell count 20 µM: 57

How did CN(C)/C=N/C(=S)Nc1ccc(F)cc1 do in these assays?
NTR1 ag: -1.2; Siah-1 displacement: -0.7%; MgcRacGAP inhibition: 6.6%; AID2073: -7.5%; SV40 large T antigen: 37.7%; Dengue-2 NS5 capping: -2.2%; K1F lysis inhibition: -0.3%; West Nile antiviral: 0.0%; NTR1 ag cell count 20 µM: 45

How did CCOC(=O)c1c(NC(=O)c2ccoc2C)sc(C(=O)N(C)C)c1C do in these assays?
NTR1 ag: 2.4; Siah-1 displacement: 4.0%; MgcRacGAP inhibition: 5.7%; AID2073: 6.9%; RSV CPE inhibition: 1.7%; Dengue-2 NS5 capping: -4.0%; K1F lysis inhibition: 0.2%; West Nile antiviral: -0.3%; NTR1 ag cell count 20 µM: 58
